CXXC DNA block – qHTS Fluorescence Polarization Assay for Inhibitors of MLL CXXC domain - DNA interaction. Histone-lysine N-methyltransferase 2A (Homo sapiens), Q03164. 290,000 compounds, 0.037% hits. AID 2662, 2010. MLL-CXXC / FITC-HOXA9 DNA fluorescence polarization. Potency, µM (series often up to 115 µM), for the others: at the top dose activity change, negative = inhibition, usual class: inhibitors; active = well fitted inhibition curve with a large enough effect in the polarisation, with a control signal flat, not every such curve was filed as active; inconclusive = small, poorly fitted or top-dose-only effect, or effect the other way, or a change in a side signal; inactive = no such curve, though single readings can be large or run the other way; the % refers to the polarisation; note: potency is the fitted concentration of half-maximal effect
Target sequence (Q03164 whole entry, looked up, the tested form may be a part): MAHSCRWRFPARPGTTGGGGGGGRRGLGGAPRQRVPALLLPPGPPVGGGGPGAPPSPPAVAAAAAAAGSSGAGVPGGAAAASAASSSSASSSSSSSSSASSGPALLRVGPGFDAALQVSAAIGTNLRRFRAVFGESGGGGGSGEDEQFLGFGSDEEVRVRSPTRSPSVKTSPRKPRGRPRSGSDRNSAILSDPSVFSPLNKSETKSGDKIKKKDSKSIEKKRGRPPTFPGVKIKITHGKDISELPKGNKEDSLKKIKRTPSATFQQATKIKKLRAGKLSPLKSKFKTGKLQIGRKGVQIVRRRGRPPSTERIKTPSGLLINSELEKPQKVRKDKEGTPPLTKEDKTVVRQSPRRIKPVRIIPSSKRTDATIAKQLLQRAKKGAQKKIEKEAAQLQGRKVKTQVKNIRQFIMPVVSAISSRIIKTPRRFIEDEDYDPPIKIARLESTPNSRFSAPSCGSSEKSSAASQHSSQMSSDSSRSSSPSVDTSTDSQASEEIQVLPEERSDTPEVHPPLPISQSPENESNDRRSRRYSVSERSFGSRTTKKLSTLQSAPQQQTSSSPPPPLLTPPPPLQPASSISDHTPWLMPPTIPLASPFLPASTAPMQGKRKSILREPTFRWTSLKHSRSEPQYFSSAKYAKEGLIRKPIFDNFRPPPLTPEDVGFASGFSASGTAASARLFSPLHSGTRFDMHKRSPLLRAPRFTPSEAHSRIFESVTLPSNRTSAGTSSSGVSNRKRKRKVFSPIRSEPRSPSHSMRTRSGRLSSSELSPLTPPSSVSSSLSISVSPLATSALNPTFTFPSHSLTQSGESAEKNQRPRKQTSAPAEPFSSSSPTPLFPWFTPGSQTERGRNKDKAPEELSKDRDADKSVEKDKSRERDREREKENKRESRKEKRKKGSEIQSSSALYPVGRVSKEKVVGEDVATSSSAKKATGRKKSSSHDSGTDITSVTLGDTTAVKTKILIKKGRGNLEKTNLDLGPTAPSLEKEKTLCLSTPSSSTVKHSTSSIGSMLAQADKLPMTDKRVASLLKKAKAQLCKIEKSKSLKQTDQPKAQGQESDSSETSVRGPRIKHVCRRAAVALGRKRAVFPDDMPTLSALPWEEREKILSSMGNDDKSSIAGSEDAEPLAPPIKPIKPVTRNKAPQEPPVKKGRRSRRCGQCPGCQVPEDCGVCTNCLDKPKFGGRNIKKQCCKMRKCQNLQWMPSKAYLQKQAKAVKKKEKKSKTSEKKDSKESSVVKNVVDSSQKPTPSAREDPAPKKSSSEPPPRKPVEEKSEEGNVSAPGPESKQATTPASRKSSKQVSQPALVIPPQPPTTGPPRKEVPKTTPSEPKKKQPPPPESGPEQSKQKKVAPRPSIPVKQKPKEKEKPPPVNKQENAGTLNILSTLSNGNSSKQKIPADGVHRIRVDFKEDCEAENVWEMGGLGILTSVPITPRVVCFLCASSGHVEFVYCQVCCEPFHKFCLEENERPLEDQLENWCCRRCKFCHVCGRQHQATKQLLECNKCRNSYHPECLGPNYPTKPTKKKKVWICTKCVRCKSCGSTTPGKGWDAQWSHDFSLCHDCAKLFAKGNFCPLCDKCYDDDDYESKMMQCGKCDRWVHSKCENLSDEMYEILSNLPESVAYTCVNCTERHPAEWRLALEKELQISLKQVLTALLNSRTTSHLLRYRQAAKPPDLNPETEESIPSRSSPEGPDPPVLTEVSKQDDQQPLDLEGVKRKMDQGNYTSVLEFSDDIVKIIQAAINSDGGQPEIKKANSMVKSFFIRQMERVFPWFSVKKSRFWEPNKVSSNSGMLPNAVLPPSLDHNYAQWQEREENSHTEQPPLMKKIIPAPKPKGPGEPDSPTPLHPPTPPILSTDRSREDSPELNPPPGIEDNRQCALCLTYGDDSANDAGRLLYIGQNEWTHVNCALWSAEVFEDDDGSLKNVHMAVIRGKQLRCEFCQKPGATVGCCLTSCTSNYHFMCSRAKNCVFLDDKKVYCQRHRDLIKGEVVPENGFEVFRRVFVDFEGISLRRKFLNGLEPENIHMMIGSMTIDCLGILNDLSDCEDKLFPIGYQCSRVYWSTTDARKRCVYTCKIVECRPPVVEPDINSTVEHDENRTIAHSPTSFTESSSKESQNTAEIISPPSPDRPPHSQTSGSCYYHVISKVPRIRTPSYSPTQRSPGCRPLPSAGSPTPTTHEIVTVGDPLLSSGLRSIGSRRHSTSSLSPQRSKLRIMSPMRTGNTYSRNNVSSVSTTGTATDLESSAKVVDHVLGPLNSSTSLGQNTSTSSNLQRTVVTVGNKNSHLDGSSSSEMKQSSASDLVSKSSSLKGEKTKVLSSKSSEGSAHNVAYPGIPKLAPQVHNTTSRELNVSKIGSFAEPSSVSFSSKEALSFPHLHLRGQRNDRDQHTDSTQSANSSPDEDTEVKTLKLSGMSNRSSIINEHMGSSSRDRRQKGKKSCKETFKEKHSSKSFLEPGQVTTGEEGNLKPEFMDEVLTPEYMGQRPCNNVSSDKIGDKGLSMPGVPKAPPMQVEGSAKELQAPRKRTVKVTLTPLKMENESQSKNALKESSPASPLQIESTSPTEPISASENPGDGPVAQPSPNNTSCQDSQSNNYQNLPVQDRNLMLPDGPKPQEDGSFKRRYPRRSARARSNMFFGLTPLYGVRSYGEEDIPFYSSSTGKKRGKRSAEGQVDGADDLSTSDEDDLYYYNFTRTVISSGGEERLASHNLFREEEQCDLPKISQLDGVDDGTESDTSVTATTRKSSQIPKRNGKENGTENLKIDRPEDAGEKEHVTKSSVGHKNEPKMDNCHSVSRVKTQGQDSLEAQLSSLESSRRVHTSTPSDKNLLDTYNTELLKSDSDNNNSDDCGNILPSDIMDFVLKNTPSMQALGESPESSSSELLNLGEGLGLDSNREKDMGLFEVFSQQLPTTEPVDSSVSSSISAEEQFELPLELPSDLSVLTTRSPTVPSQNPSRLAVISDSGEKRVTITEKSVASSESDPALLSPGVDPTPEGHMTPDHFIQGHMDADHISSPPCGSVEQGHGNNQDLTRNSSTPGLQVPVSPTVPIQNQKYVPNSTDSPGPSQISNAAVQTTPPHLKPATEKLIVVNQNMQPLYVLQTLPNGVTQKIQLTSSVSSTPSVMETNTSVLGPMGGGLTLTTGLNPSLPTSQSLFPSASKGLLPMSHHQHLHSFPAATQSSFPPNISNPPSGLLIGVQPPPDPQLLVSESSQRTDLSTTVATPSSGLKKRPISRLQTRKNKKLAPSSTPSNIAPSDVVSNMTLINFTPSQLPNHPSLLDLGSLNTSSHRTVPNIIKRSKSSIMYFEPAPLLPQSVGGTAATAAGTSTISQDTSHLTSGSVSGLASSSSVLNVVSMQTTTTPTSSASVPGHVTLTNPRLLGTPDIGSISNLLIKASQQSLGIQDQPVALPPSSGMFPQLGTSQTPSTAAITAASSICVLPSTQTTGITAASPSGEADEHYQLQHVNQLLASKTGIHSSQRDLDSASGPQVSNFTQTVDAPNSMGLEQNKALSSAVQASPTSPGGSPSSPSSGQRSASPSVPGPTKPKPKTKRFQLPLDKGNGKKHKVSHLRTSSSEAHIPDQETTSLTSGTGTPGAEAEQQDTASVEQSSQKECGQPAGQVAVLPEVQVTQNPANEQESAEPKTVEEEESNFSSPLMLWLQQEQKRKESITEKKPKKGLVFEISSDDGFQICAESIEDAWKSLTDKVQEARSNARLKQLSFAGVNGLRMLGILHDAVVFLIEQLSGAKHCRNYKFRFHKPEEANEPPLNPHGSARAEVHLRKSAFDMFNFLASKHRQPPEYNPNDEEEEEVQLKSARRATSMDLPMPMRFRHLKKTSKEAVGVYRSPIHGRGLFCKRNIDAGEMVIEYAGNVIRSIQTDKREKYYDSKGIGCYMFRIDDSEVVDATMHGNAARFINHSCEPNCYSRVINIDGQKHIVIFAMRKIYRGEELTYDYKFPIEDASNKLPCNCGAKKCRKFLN
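Fluorescence polarization: 7 uM MLL-CXXC (stock) preincubated 5 min with compounds, then 50 nM fluorescein-HOX-A9 DNA (stock) added; 30 min ambient. Buffer 50 mM Tris-HCl pH 7.5, 50 mM NaCl, 1 mM DTT, 0.05% BSA.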
B2AR arrestin – qHTS assay of beta-arrestin-biased ligands of beta2-adrenergic receptor | beta-arrestin recruitment to beta2AR, cell-based reporter | Beta-2 adrenergic receptor (Homo sapiens), P07550 | 330,000 compounds, 0.02% hits | Potency, µM (top dose mostly 46.1 µM), inactives show at the highest dose activation, hits mostly activators;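 note: potency is the fitted concentration of half-maximal effect; 0% = DMSO controls and full agonism = EC100 isoproterenol or metaproterenol; nearly all actives have a fitted effect of over 65% in size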
p53 reactivation – qHTS assay for re-activators of p53 using a Luc reporter | Potency, µM (series often up to 92.2 µM), inactives show at the highest dose activity change, positive = activation, usual class: activators | H1299 p53-A138V BP100-luciferase reporter, luminescence, 24 h | 320,000 compounds, 0.063% hits; note: potency is the fitted concentration of half-maximal effect; % of control where 0% means no effect; nearly all actives have a fitted effect of over 45% in size
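p53-null H1299 cells stably carrying temperature-sensitive p53-A138V and a BP100-luciferase reporter were pinned with compounds (4-point, 1:5 series) and held 24 hrs at 37 deg C. Luminescence was read 10 min after detection reagent.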
A-T KAP1 phos – qHTS Assay for Identifying a Potential Treatment of Ataxia-Telangiectasia; […] A-T fibroblasts, KAP-1 phosphorylation AlphaLISA; neocarzinostatin DNA damage 30 min before lysis; Potency, µM (highest dose often 57.5 µM), inactives show top-dose activation, hits mostly activators; 320,000 compounds, 0.19% hits; AID 485349, 2010; note: potency is the fitted concentration of half-maximal effect; % of control where 0% means no effect; nearly all actives have a fitted effect of over 45% in size
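hTERT-immortalized A-T patient fibroblasts ([…]), 500 cells/well in OPTI-MEM, 1% FBS, got compounds for 60 min, then NCS for 30 min at 37C. Lysates were then assayed for phospho-KAP-1 by AlphaLISA (anti-pKAP1 donor, anti-KAP1 acceptor beads), 6 hr at 25C.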
BRCA1 expr act – qHTS Assay to Identify Small Molecule Activators of BRCA1 Expression; MCF7-BRCA1-FFLuc reporter, luminescence, 48 h; response scale: scaled: vehicle 0%, 10 µM genistein 100%; Potency, µM (doses to about 46.1 µM), inactives show at the top dose activation, actives largely listed as activators; 380,000 compounds, 1.1% hits; AID 624202, 2012; note: potency is the fitted concentration of half-maximal effect; nearly all actives have a fitted effect of over 80% in size; some results filed as inactive show a strong effect at the top dose
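Activators of BRCA1 expression were detected as increased firefly luciferase luminescence in engineered MCF7 cells after 48 h compound incubation. Signals were scaled to genistein 10 microM as full activation.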
TCR act – Activators of T cell receptors: qHTS campaign; primary human leukocytes, anti-CD3, IL-2 HTRF, 48 h; Potency, µM (series often up to 9.22 µM), inactives show at the highest dose activation of IL-2 secretion, actives largely listed as activators; 330,000 tested, under 10 active; AID 504894, 2011; note: % of control where 0% means no effect
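Readout: HTRF IL-2, Eu-cryptate/d2 antibody pair, 320nm excitation, 665nm emission. Stimulus: a-CD3 beads, no co-stimulation. Cells: primary human leukocytes. Exposure: 48 hr with compound.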
ELG1 DNA repair – qHTS screen for small molecules that inhibit ELG1-dependent DNA repair in human embryonic kidney (HEK293T) cells expressing luciferase-tagged ELG1; Potency, µM (titrated, usually from 46.1 µM), for inactives: at the top dose activity change, negative = inhibition, usual class: inhibitors; AID 504467, 2011; 330,000 compounds, 2.3% hits; HEK293T ELG1-luciferase reporter, luminescence, 16 h; DNA damage induced by 5-fluorouridine; note: potency is the fitted concentration of half-maximal effect; % is set by controls: 0 for no effect and ±100 for the full control effect; nearly all actives have a fitted effect of over 55% in size
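Cells (2,000 per well) received 5-fluorouridine plus test compound or DMSO and were incubated 16 hr at 37 °C, 5% CO2. Luciferase activity was read by luminescence 30 min after ONE-Glo addition; signal suppression marked inhibition of damage-induced ELG1 function.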
Integrin act MD – qHTS for Activators of Integrin-Mediated Alleviation for Muscular Dystrophy; AID 624291, 2012; alpha7betagal myoblasts, beta-gal FDG fluorescence, 48 h; 350,000 compounds, 0.064% hits; Potency, µM (doses to about 38.3 µM), without a hit: at the top dose activation, most hits filed as activators;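 note: potency is the fitted concentration of half-maximal effect; 100% = response of the positive control SU9516; nearly all actives have a fitted effect of over 60% in size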
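Alpha7betagal+/- myoblasts (passage 13) were plated 16-24 hr, then exposed to compounds (1:260 dilution of DMSO stock) for 48 hours at 37C. After MPER lysis, β-galactosidase reporter activity was read as FDG fluorescence (ex 480/em 540) after 30 minutes.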
PTAP TSG101 blk – qHTS Assay for Iinhibitors of HIV-1 Budding by Blocking the Interaction of PTAP/TSG101; Tumor susceptibility gene 101 protein (Homo sapiens), Q99816; Fluorescence polarization, FITC-PTAP peptide / Tsg101 binding; AID 493005, 2010; Potency, µM (top dose mostly 115 µM), without a hit: top-dose activity change, negative = inhibition, usual class: inhibitors; 340,000 tested, under 10 active; active = well fitted inhibition curve with a large enough effect in the main read-out, with a control signal flat, not every such curve was filed as active; inconclusive = small, poorly fitted or top-dose-only effect, or effect the other way, or a change in a side signal; inactive = no such curve, though single readings can be large or run the other way; note: potency is the fitted concentration of half-maximal effect; % of control where 0% means no effect
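Tsg101 binding domain (10 uM final) was mixed with compound and a FITC-labeled PTAP peptide (50 nM final) in HEPES pH 7.5 buffer with NaCl, Tween 20, EDTA and TCEP; fluorescence polarization was read after 20 min at r.t.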
TRPV1 ag – HTS Assay for Compounds that Act as Agonists of the Vanilloid Receptor 1; TRPV1-expressing cells, Fluo-8 calcium influx, agonist mode; activation, % at 8.33 µM; Transient receptor potential cation channel subfamily V member 1 (Homo sapiens), Q8NER1; AID 540275, 2011; 320,000 compounds, 0.19% hits; in the data active = activation above about 80%; inconclusive = between about 30% and that limit; note: 0% is about no effect
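Fluo-8 calcium influx in TRPV1-expressing cells, kinetic read (ex 480/em 520 nm). Compound added and read 3 min for agonist activity, followed by capsaicin at EC20 final and 2 min further read for enhancement.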
Active calls of the source: *; ? = inconclusive; / = no result given; & = joins results of further samples; [ ] = another dose, or the depositor's remark. Unless noted, calls come from the whole dose curve; as a rule, active = well fitted curve in the direction sought with a large enough effect; inconclusive = small, poorly fitted or top-dose-only effect, or another doubt; inactive = no such curve, though single readings can be large; an effect the other way counts as inactive or inconclusive.

Order of values: CXXC DNA block, B2AR arrestin, p53 reactivation, A-T KAP1 phos, BRCA1 expr act, TCR act, ELG1 DNA repair, Integrin act MD, PTAP TSG101 blk, TRPV1 ag
> COc1ccc(Cn2nnnc2C(c2ccc(F)cc2)N2CCN(C3CCCC3)CC2)cc1 (stereo not given)
  9%, 0.3%, ?, 7%, -14%, 1%, 3%, -40%, 0%, 0
> COc1cc(C=O)ccc1OCc1ccc(Cl)nc1
  -2%, 0.4%, 14%, 2%, ?, -5%, ?, ?, -5%, 0
> COc1ccccc1C(=O)NC(=O)CSc1ccc(C)c(C)c1
  /, -0.6%, -2%, -6%, 1%, -4%, -3%, 3%, 1%, /
> CC(C)CCN1C(=O)c2ccc(-c3nc4ccccc4c(=O)o3)cc2C1=O
  13%, 0.3%, -3%, 0%, -1%, 3%, 0%, 10%, -4%, -3
> Cc1c(C(=O)Nc2ccc(Cl)cn2)oc2ccccc12
  3%, -0.2%, ?, -7%, -47%, 2%[46.1 µM], ?, 21%, -2%, 4
> O=C(CSc1nnc(SCc2ccc(Cl)cc2)s1)N/N=C/c1ccc(Cl)cc1Cl
  12%, 0.4%, -2%, 4%, -37%, 9%, 12%, 9%, -1%, -1
> Cc1cc(C)n(-c2ccc(S(N)(=O)=O)cc2[N+](=O)[O-])n1
  -4%, 0.0%, 2%, 9%, 2%, 1%, 3%, 16%, 0%, 1
> CCC(C(=O)NCc1ccc(C)cc1)c1ccccc1 (stereo not given)
  0%, -0.3%, /, -7%, -25%, 8%, 5%, -49%[inhibitor], 1%, 19
> C=CCNCCOc1ccc(C)cc1[N+](=O)[O-]
  -4%, 0.2%, -1%, 1%, 26%, 3%, 4%, ?, -5%, 1
> Cc1ccc2c(C(=O)CN3CCN(C(=O)c4ccco4)CC3)c(C)[nH]c2c1
  0%, -0.7%, -3%, -5%, -10%, -6%, -22%, -21%, 1%, 1
> O=C(CSc1cccc(C(F)(F)F)c1)NCc1ccccc1
  -1%, -0.3%, 8%, -3%, -1%, 1%[46.1 µM], 1%, 5%, -3%, 30
> O=C(/C=C/c1cccc([N+](=O)[O-])c1)OCC(=O)N1CCN(C(=O)c2ccco2)CC1
  /, -0.1%, 4%, -17%, -27%, 6%[46.1 µM], ?, 0%, -4%, /
> CCOc1ccc(Br)cc1S(=O)(=O)Nc1ccc(C(=O)OC(C)C(=O)N(C)c2ccccc2)cc1 (stereo not given)
  8%, -0.9%, -3%, -8%, -73%, -4%[46.1 µM], -7%, 10%, -2%, 2
> COc1ccccc1N1C(=N)S/C(=C\c2ccc(-c3ccccc3C(=O)O)o2)C1=O
  65%[activator], -1.3%, 2%, 20%, -9%, -1%[46.1 µM], 2%, 3%, 11%, 2
> Cc1ccc(NC(=S)N(CCCN2CCCC(C)C2)Cc2ccco2)cc1C (stereo not given)
  4%, 0.0%, -1%, -3%, -2%, 2%, 1%, -48%[inhibitor], 1%, 8
> Fc1cccc(NC(=S)NCCCN2CCOCC2)c1
  1%, -0.2%, -5%, 2%, -8%, 0%, 18%, 15%, -2%, -4
> COc1ccccc1CNC(=O)C1CCC(=O)N1C(C)C (stereo not given)
  ?, -0.5%, -11%, -5%, -12%, 1%, -6%, 16%, -7%, 0
> Cc1cnc(C(=O)OCc2ccc(Br)cc2)cn1
  6%, 3.4%, 0%, 16%, 0%, 2%, ?, -8%, 3%, -5
> CC(C)CCNC(=O)c1cc(S(=O)(=O)N2CCc3ccccc32)cn1C
  /, -0.5%, /, 3%, -15%, -3%, 1%, 26%, 2%, 0
> CCOc1cc(/C=N/O)cc(Br)c1OCC(=O)NCc1ccccc1
  9%, 0.4%, -13%, 0%, -34%, -67%[inhibitor][46.1 µM], -7%, 11%, 1%, 17
> Cc1ccc(-c2cc(C(=O)N/N=C/c3c(C)nn(-c4ccccc4)c3C)n[nH]2)s1
  -6%, -0.9%, ?, -5%, -75%[inhibitor], 1%[46.1 µM], ?, -36%[inhibitor], -7%, ?
> CC(C)=NNc1nc2c(c(=O)[nH]c(=O)n2C)n1CCc1ccccc1
  -10%, 0.4%, -2%, 5%, -10%, 6%, ?, 3%, 4%, 1
> COc1ccc(C2(C)NC(=O)N(Cc3cc(Cl)cc4c3OCOC4)C2=O)cc1OC (stereo not given)
  -8%, -0.3%, -2%, -3%, -31%, -4%, ?, -13%, -6%, /
> O=C(O)CN=C(NS(=O)(=O)c1ccc(Cl)cc1)c1ccc(F)cc1
  -2%, 0.2%, -1%, 2%, 2%, -6%, -1%, 13%, 2%, 0
> COc1ccc(CC(=O)Oc2ccc(F)cc2)cc1
  25%, -1.0%, 10%, -1%, -8%, 6%, -6%, 39%, -1%, 26
> Cc1ccccc1C(OCCN(C)C)c1ccccc1 (stereo not given)
  -1%&-2%&3%&8%, /, -3%&1%, 7%&-1%, 0%&-14%&0%, 5%&4%, -5%&-7%, /, 1%&0%, 5&0
> Cc1sc2nc(-c3ccc(Br)cc3)oc(=O)c2c1C
  22%, 0.1%, 14%, -7%, -32%, 0%, 17%, 19%, 1%, -1
> Cn1nccc1C(=O)Nc1cc(Cl)ccc1Cl
  /, /, /, /, -4%, 4%, /, ?, -6%, /
> COc1ccc(C2(c3ccc(OC)cc3)NC(=O)N(CC(=O)NC3CCCC3)C2=O)cc1
  /, 0.1%, -10%, -2%, -21%, -3%, -3%, -25%, -4%, 0
> COc1ccc(OC)c(CCNC(=O)CS(=O)(=O)Cc2nc(-c3ccc(C)cc3)oc2C)c1
  20%, 0.3%, -5%, 5%, -36%, 3%, ?, -27%[7.66 µM], -1%, 0
> C=CCN(c1ccccc1)S(=O)(=O)c1ccc2c(c1)N(C(C)=O)CCO2
  42%[activator], 0.4%, -4%, -2%, 0%, 8%, 0%, -15%, -5%, 2
> Cc1cccc(CC2S/C(=N/N=C/c3ccco3)N(c3ccccc3)C2=O)c1 (stereo not given)
  7%, -0.3%, -10%, -8%, -3%, 5%, 7%, 3%, 1%, 11
> CC(Sc1ncccn1)C(=O)Nc1ccc2c(c1)OCO2 (stereo not given)
  /, -1.5%, 28%, -3%, -4%, 9%, ?, -1%, -1%, /
> CCSc1nnc(NC(=O)C(C(F)(F)F)C(F)(F)F)s1
  1%, -0.8%, 14%, -1%, -3%, 2%, -3%, -22%[7.66 µM], -5%, 1
> COc1cccc(NC(=O)CCS(=O)(=O)c2cc3c(cc2Cl)NC(=O)CO3)c1
  7%, 0.1%, 10%, 3%, 0%, 0%, 20%, 3%, 0%, -3
> CCCN1CNC(=S)N(c2ccc(C(=O)OCC)cc2)C1
  6%, -0.6%, ?, 1%, -14%, -5%[46.1 µM], 13%, 9%, 1%, -2
> O=C(NCc1cccc(C(F)(F)F)c1)c1cccc(S(=O)(=O)NCc2ccccc2)c1
  5%, -0.4%, 8%, 7%, -67%, -7%[46.1 µM], ?, -5%, -1%, -1
> CCOc1ccc(-c2nc(C#N)c(NCC(C)C)o2)cc1
  -3%, -0.8%, -3%, 8%, 1%[1.84 µM], 2%, -24%, -32%[inhibitor], -4%, 16
> CC(C)[C@H](NC(=O)N1CC(=O)Nc2ccccc21)C(=O)N[C@@H](Cc1c[nH]c2ccccc12)C(=O)O
  10%, -0.2%, 11%, 6%, 7%, -5%, 19%, -10%, -4%, 3
> CCn1c(=O)c2cc(C(=O)N(C)CC(OC)OC)sc2c2ccccc21
  11%, -0.5%, 2%, -30%, -14%, -3%, 2%, 8%, -3%, 4
> COc1ccc(/C=N/NC(=O)c2csc(-n3nc(C)cc3C(F)(F)F)n2)cc1
  2%, -0.2%, -6%, 7%, -68%, 0%, -14%, 3%, -5%, -15
> CC(=O)Nc1ccc(N2S(=O)(=O)c3ccccc3S2(=O)=O)cc1
  0%, -0.1%, 9%, -18%, -38%, -4%, -8%, -15%, -7%, 2
> O=C(NCc1ccco1)Nc1ccc(Br)cc1Cl
  4%, 0.0%, 20%, 8%, 13µM*, /, ?, -25%[7.66 µM], -3%, 21

High-throughput results as filed in PubChem BioAssay.
